NIH3T3 tox – Cytotoxic Profiling in NIH 3T3 Cell Line of Diverse Libraries Using Quantitative High-Throughput Screening | 94,000 tested, 4.3% active | AID 1345082, 2018 | NIH 3T3 viability, CellTiter-Glo ATP luminescence, 48-72 h | Potency, µM (doses to about 96.7 µM), for inactives: top-dose activity change, negative = cytotoxicity, usual class: inhibitors; also: potency is read from the fitted curve at half-maximal effect; nearly all actives have a fitted effect of over 55% in size
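Luminescent ATP readout (CellTiter-Glo, 10 min RT) after 48 or 72 hr compound exposure of NIH 3T3 cells seeded at 400 cells/well in 1536-well format; quantitative HTS.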
FLuc inh – Firefly luciferase inhibition profiling of diverse chemical library using quantitative high-throughput screening; purified P. pyralis luciferase, luminescence, biochemical; 76,000 tested, 2.5% active; Potency, µM (highest dose often 115 µM), inactives show top-dose activity change, negative = inhibition, actives largely listed as inhibitors; also: potency is read from the fitted curve at half-maximal effect; nearly all actives have a fitted effect of over 65% in size
Target sequence (P08659 whole entry, looked up): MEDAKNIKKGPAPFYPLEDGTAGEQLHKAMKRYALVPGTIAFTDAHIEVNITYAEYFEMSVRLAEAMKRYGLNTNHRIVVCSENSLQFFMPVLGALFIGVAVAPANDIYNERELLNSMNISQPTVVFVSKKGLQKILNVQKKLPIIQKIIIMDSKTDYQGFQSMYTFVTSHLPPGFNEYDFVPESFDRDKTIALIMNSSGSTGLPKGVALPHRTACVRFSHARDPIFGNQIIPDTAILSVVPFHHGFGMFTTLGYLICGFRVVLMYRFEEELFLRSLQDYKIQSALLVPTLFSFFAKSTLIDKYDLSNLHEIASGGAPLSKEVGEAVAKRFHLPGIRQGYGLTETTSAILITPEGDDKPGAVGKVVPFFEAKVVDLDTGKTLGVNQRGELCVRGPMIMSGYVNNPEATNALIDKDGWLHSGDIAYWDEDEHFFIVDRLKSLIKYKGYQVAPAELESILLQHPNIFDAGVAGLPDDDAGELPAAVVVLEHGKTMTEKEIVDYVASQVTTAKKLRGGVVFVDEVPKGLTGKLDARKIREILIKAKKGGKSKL
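Luminescence read by CCD imaging after purified firefly luciferase (10nM final) was added to substrate buffer holding 10uM D-luciferin and 10uM ATP, pH 7.5, pre-dosed with compound.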
GPT2 inhibitor – Primary qHTS assay for inhibitors of Glutamate pyruvate transaminase 2 (GPT2) | 100,000 tested, 0.25% active | Potency, µM (series often up to 57.7 µM), for inactives: top-dose activity change, negative = inhibition, most hits filed as inhibitors | AID 1671188, 2021 | Recombinant GPT2, coupled pyruvate oxidase/HRP Amplex Red fluorescence; also: potency is read from the fitted curve at half-maximal effect; nearly all actives have a fitted effect of over 60% in size; many of its hits are not listed in these tables
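Recombinant GPT2 (10ng/uL) with 250uM a-KG and 2mM L-alanine, 30 min at room temperature, in HEPES pH 7.5 buffer. Pyruvate detected by pyruvate oxidase/HRP/Amplex Red fluorescence after 30 min in the dark; AOA (50uM) as positive control.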
IP6K1 inh – Primary qHTS assay for small molecule inhibitors of Inositol hexaphosphate kinase 1 (IP6K1). IP6K1 kinase, ADP-Glo luminescence, 2 h; stronger effect = lower value. AID 1645851, 2021. 140,000 tested, 0.81% active. activity change, % (series mostly up to about 58 µM). Inositol hexakisphosphate kinase 1 (Homo sapiens), Q92551; in the data active = activity change below about -25%
Target sequence (Q92551 whole entry, looked up): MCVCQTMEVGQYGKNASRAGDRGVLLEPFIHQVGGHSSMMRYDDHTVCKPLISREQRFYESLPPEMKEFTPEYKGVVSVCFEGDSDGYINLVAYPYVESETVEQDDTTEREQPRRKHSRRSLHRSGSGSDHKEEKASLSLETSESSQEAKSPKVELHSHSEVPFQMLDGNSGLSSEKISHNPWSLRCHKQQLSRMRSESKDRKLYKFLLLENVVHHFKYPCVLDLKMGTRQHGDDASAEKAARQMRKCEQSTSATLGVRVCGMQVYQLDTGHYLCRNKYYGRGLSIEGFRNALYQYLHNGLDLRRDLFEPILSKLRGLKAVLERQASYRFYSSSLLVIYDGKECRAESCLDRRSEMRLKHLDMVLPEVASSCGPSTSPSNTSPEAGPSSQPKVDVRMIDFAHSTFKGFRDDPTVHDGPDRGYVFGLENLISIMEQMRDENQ
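ADP-Glo luminescence measures ADP made by human IP6K1 during a 2 h RT reaction with ATP/IP6 (mix at 1.3 mM/130 uM); top library doses 57.5 and 19.1 uM final.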
SNCA expr inhib – Primary qHTS assay for inhibitors of alpha-synuclein gene (SNCA) expression; Potency, µM (top dose mostly 57.2 µM), for inactives: at the highest dose activity change, negative = inhibition, most hits filed as inhibitors; 140,000 tested, 0.17% active; HEK-293 SNCA-luciferase knock-in, luminescence, 24 h;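 also: potency is read from the fitted curve at half-maximal effect; plate controls were DMSO cells for no effect and cell-free wells for full effect; nearly all actives have a fitted effect of over 45% in size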
HEK cytotox – Cytotoxic Profiling in HEK 293 Cell Line of Diverse Libraries Using Quantitative High-Throughput Screening; HEK 293 viability, ATP luminescence (CellTiter-Glo), 48-72 h; Potency, µM (doses to about 115 µM), for inactives: at the highest dose activity change, negative = cytotoxicity, most hits filed as inhibitors; 94,000 tested, 6.6% active; AID 1345083, 2018; also: potency is read from the fitted curve at half-maximal effect; nearly all actives have a fitted effect of over 60% in size
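Luminescence from cellular ATP, measured with CellTiter-Glo, indicates HEK 293 viability. Cells plated at 250 cells/well are treated with compound for 48 or 72 hr at 37 degree Celsius before reagent addition.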
SNCA viab count – GF-AFC viability counterscreen for inhibitors of alpha-synuclein gene (SNCA) expression; HEK-293-SNCA-luc viability, GF-AFC fluorescence, 24 h; 150,000 tested, 0.12% active; Potency, µM (series often up to 57.1 µM), without a hit: top-dose activity change, negative = cytotoxicity, actives largely listed as cytotoxic;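 also: potency is read from the fitted curve at half-maximal effect; 0% = DMSO-treated cells and -100% = medium-only wells without cells; nearly all actives have a fitted effect of over 30% in size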
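Cytotoxicity counterscreen: after 24 h compound treatment of genome-edited SNCA-luciferase HEK-293 cells, live-cell protease substrate GF-AFC read by fluorescence after 30 min; activity scaled between DMSO (0%) and medium-only (-100%), curves Hill-fitted.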
* marks the source's active call; other numbers are inactive results; i = inactive; ? = inconclusive; . = no result given; [ ] = another dose, or the depositor's remark. Unless noted, calls follow the shape of the dose curve; as a rule, active = well fitted curve in the direction sought with a large enough effect; inconclusive = small, poorly fitted or top-dose-only effect, or another doubt; inactive = no such curve, though single readings can be large; an effect the other way counts as inactive or inconclusive. Unless noted, % is scaled to controls: 0 for no effect and ±100 for the full control effect.

SMILES	NIH3T3 tox	FLuc inh	GPT2 inhibitor	IP6K1 inh	SNCA expr inhib	HEK cytotox	SNCA viab count
O=C(NCc1ccccc1F)c1ccc2c(c1)CN(Cc1cccc(F)c1F)CCO2	?	-4%	-2%	12	-16%	?	-6%
CCc1cccc2c(C(CC(=O)NCc3ccc(F)cc3)c3cccc(OC)c3OC)c[nH]c12 (centres undefined)	?	1%	5%	-6	-10%	?	2%
CC(C)n1cc(CN2CCCC23CCN(c2ccc(C(F)(F)F)cn2)CC3)cn1	?	-1%	4%	16	-11%	?	-22%
CCOc1ccc(N(CC)S(=O)(=O)N2CCCC(C(=O)NCc3ccccc3OCC)C2)cc1 (centres undefined)	.	.	.	19	?	.	-20%
CC(=O)Nc1ccc(OCc2cc(=O)n3ccccc3n2)cc1	.	.	.	-2	40%[activator]	.	-2%
COc1cccc(CC(=O)N2CCCn3nc(C)c(-c4ccccc4Oc4ccccc4)c32)c1	?	-16%	?	8	-27%	45µM*	-28%
Cn1c(=O)c2c(-c3ccc(Cl)cc3)n(Cc3ccc(Cl)cc3)cc2n(C)c1=O	.	.	.	19	2%	.	-3%
CC(=O)N1CCN(C(=O)c2cnc(-c3cccnc3)nc2)CC(O)C1 (centres undefined)	i	8%	-3%	14	9%	i	-4%
COc1ccc(CNC(=O)Cn2c(N3CCc4ccccc4C3)nc(C)cc2=O)cc1	?	-3%	4%	23	?	?	-31%
Cc1ccc(Nc2ccnc(N3CCC(C(=O)N4CCN(c5ncccn5)CC4)CC3)n2)cc1	35µM*	.	i	-4	-22%	18µM*	-3%[12.5 µM]
COCCCNC(=O)CCc1c(C)nc2cc(-c3ccc(Cl)cc3)nn2c1C	.	.	.	21	?	.	6%
CN1CCOc2nc(-c3ccc(Oc4ccccc4)cc3)ncc2C1=O	?	4.5µM*	-9%[88.5 µM]	-11	7%[87.6 µM]	?	-20%[87.6 µM]
Cn1c(=O)cc(OCC(=O)N2CCN(c3ccccc3F)CC2)c2ccccc21	.	.	.	-1	9%	.	-3%
Cc1oc(-c2cccc(Oc3ccccc3)c2)nc1CN(C)CCCO	?	7%	?	5	-3%	?	-5%
C[S+](=O)([O-])N1CCC2(C1)N=C(c1ccncc1)C(=O)N2 (centres undefined)	-7%[138 µM]	-2%[172 µM]	i	8	?	-13%[172 µM]	0%[87.6 µM]
CN(C)C(=O)N1CCn2nc(CNC(=O)c3cccc(-n4cnnc4)c3)cc2C1	-1%	-7%	-8%[11.5 µM]	-3	10%	3%	2%
Cc1ccc2c(C)c(C(=O)NC3CC(c4nnc(CN(C)C)n4C)C3)oc2c1 (centres undefined)	-9%	4%	i	-12	30%[activator]	?	-1%
Cc1ccc2[nH]c(=O)c(CCC(=O)NC(C)C)cc2c1	3%	-10%	0%	21	?	3%	2%
O=C(NCc1ccccc1)c1cccn1-c1nnc(N2CCCCC2)s1	.	.	.	12	5%	.	?
COc1cc2[nH]c(=O)n(Cc3ccc(C(=O)NCc4ccc(C)cc4)cc3)c(=O)c2cc1OC	.	.	.	-5	-2%	.	5%
Cc1cccc(Cn2c(SCc3ccc(C(=O)NC4CCCC4)cc3)nc3cccnc32)c1	.	.	.	-2	?	.	-26%
Cc1ccc(CSc2nc(N)cc(N3CCN(CCCO)CC3)n2)cc1	?	-15%	1%	4	-20%	?	-5%
COC[C@@H]1CN(C(=O)COc2ccc(Cl)cc2)C[C@H]1C(N)=O	i	-4%	i	6	5%	i	6%
O=C(Nc1cccc(Cl)c1)C1CN(C2CCCC2)C(=O)N1 (centres undefined)	?	.	i	-7	-29%[87.6 µM]	?	1%[12.5 µM]
CCc1noc(-c2nc(-c3ccc(OC)c(F)c3)no2)n1	-5%	?	i	2	193%[activator]	-14%	-1%
CCN(CC)c1cc(C)c2cc(NC(=O)/C=C/c3ccccc3Cl)ccc2n1	.	.	.	-4	18%	.	0%
COc1ccc(CCNC(=O)Cn2c(=O)n(-c3ccccc3)c(=O)c3c(C)c(C)sc32)cc1OC	.	.	.	14	-25%	.	?
N#Cc1ccnc(-c2nnc3ccc(NCc4cnccn4)nn23)c1	.	.	-5%[88.5 µM]	29	-10%[87.6 µM]	.	11%[87.6 µM]
Cn1cccc1CN1CCC2(CC1)C(=O)NCN2Cc1ccc(Cl)cc1	-4%	-5%	5%	-7	?	i	0%
COc1ccc(CN2C(=O)CO[C@H]3CN(C(=O)C4CC4)C[C@H]32)cc1	i	-1%[172 µM]	3%[88.5 µM]	8	-3%[87.6 µM]	-30%[172 µM]	-5%[87.6 µM]
CC(C)NC(=O)c1ccc2c(c1)nc1n2CCCCC1	.	.	.	6	44%[activator]	.	4%
COC(=O)c1c(-c2ccc(Cl)cc2)noc1N1CCN(c2ccc(OC)cc2)CC1	.	.	.	-3	2%	.	-9%
Cc1cc(C)cc(Oc2nc3c(C)cccn3c(=O)c2/C=C(\C#N)c2nc3ccccc3s2)c1	.	.	.	-22	0%	.	-8%
CC1=C[C@@H](CNC(=O)Cc2ccccc2)[C@H](C(C)C)C[C@H]1Cc1nc2ccncc2[nH]1	?	10%[172 µM]	-2%[88.5 µM]	0	1%[87.6 µM]	?	?
COc1cccc(CC(=O)N2CCC([C@@H]3CNC[C@H]3CO)CC2)c1	-9%	-15%	2%	1	12%	-20%	-3%[12.5 µM]
Cc1noc([C@@H]2CN(C(=O)c3cc(C)oc3C)C[C@H]2COCC2CC2)n1	?	-6%	-14%	-12	24%	?	-13%
CCOc1ccc(C(=O)c2cn(Cc3ccccc3)c3c(F)cc(F)cc3c2=O)cc1	.	.	.	-7	-6%	.	?
O=C(NCC(F)(F)F)c1nc2sccn2c1-c1ccc(C(F)(F)F)cc1	?	.	-2%	13	-11%	?	17%
Cc1[nH]cnc1-c1nccn1CCCOC1CCN(C)CC1	0%	5%	-2%	11	-30%	-7%	-8%
COc1cccc(CN2CC(Oc3ccccc3C(=O)NC3CC3)C2)c1	-25%	6%	0%	-20	0%	?	0%

Only SNCA viab count and NIH3T3 tox, for 2 of the compounds above:
SMILES	SNCA viab count	NIH3T3 tox
CCOc1ccc(C(=O)c2cn(Cc3ccccc3)c3c(F)cc(F)cc3c2=O)cc1	?	.
O=C(NCC(F)(F)F)c1nc2sccn2c1-c1ccc(C(F)(F)F)cc1	17%	?

(cont.)
SMILES	NIH3T3 tox	FLuc inh	GPT2 inhibitor	IP6K1 inh	SNCA expr inhib	HEK cytotox	SNCA viab count
COc1cccc(C(=O)Nc2nc3ccc(S(=O)(=O)N4CCCC4)cc3s2)c1	.	.	.	-4	-4%	.	-27%
CCOc1ccc(NC(=O)CCn2cnc3onc(-c4ccc(F)cc4)c3c2=O)cc1	.	.	.	36	?	.	-3%
CCOC(=O)c1c(C)n(-c2ccccc2)c2ccc(OC(=O)c3ccccc3NC(=O)C(C)C)cc12	.	.	.	-13	?	.	?
CCOC(=O)c1c(S(=O)(=O)N2CCC(C(=O)Nc3ccc(C)c(Cl)c3)CC2)c(C)n(C)c1C	.	.	.	14	14%	.	2%
COc1ccc(CCNC(=O)Cc2c(C)c3cc4c(C)coc4cc3oc2=O)cc1OC	.	.	.	3	-8%	.	-11%
CC1CCCCN1C(=O)CCS(=O)(=O)c1cc2c(cc1Cl)NC(=O)CO2 (centres undefined)	.	.	.	-2	40%[activator]	.	5%
Cc1cccc(NC(=O)c2sc3cccc(Cl)c3c2Cl)c1	.	.	.	1	104%[activator]	.	12%
O=C(c1ccc2c(c1)OCO2)N1CCn2c(nnc2-c2ccncc2)C1	-9%	.	?	4	?	-10%	3%
COc1ccc(-n2nc(C3CCCN(Cc4cccc5ccccc45)C3)[nH]c2=O)cc1 (centres undefined)	?	-7%	-11%	-2	-23%	?	9%
COc1ccc2[nH]c3c(c2c1)CCNC31CCN(C(=O)Cc2ccncc2)CC1	-25%	-4%	1%	15	8%	1%	8%[12.5 µM]
CC1=NS(=O)(=O)N(C)C=C1C(=O)OCc1noc(-c2ccco2)n1	-15%	6%	?	7	-16%	-29%	-6%
O=C(c1ccc(Cl)cc1)N1CCN(c2ccnc3ccnn23)CC1	?	.	2%	-3	-1%	?	2%
CC(C)(C)C(=O)NC1(C(F)(F)F)NC(=O)N(c2ccc(F)cc2)C1=O (centres undefined)	.	.	.	4	2%	.	0%
N#Cc1cccc(-c2c(C(=O)NCCc3ccccc3F)nc3sccn23)c1	-28%	.	i	0	-4%	?	-1%
COc1ccccc1NC(=O)C1=C(C)Nc2nc(SCc3ccccc3F)nn2C1c1ccncc1 (centres undefined)	.	.	.	9	-13%	.	-21%
COCCCNC(=O)c1ccc(Cn2c(=O)c3ccccc3n(CC(=O)Nc3c(C)cccc3C)c2=O)cc1	.	.	.	0	5%	.	-13%
CC(=O)Nc1ccc(CC(=O)N2CCCC(Cc3nncn3-c3ccccc3)C2)cc1 (centres undefined)	i	3%	i	-13	9%	i	2%
CCOCCCNC(=O)c1[nH]c2cc(C)ccc2c1Sc1ccc(Cl)cc1	.	.	.	8	2%	.	3%
CC1OC(OC2C(O)C(C(=O)O)OC(OC3CCC4(C)C(CCC5(C)C4C=CC4=C6CC(C)(C)CC(O)C6(C)CCC45C)C3(C)C)C2OC2OCC(O)C(O)C2O)C(O)C(O)C1O (centres undefined)	.	.	4%[17.1 µM]	-10	.	.	-26%[12.5 µM]
COCCNC(=O)[C@@H]1C[C@H](Oc2ccccc2)CN1C(=O)c1cnccc1C	-4%	3%	-9%	24	-9%	2%	-4%

Single records (already shown).
Profile of `Cn1c(=O)cc(OCC(=O)N2CCN(c3ccccc3F)CC2)c2ccccc21` = NIH3T3 tox = .; FLuc inh = .; GPT2 inhibitor = .; IP6K1 inh = -1; SNCA expr inhib = 9%; HEK cytotox = .; SNCA viab count = -3%
Profile of `CC(=O)N1CCN(C(=O)c2cnc(-c3cccnc3)nc2)CC(O)C1` (centres undefined) = NIH3T3 tox = i; FLuc inh = 8%; GPT2 inhibitor = -3%; IP6K1 inh = 14; SNCA expr inhib = 9%; HEK cytotox = i; SNCA viab count = -4%
Profile of `CC(=O)Nc1ccc(CC(=O)N2CCCC(Cc3nncn3-c3ccccc3)C2)cc1` (centres undefined) = NIH3T3 tox = i; FLuc inh = 3%; GPT2 inhibitor = i; IP6K1 inh = -13; SNCA expr inhib = 9%; HEK cytotox = i; SNCA viab count = 2%

Assay outcomes deposited in PubChem BioAssay by National Center for Advancing Translational Sciences (NCATS).

Not a hit list. Share with any hit: about 7.7%.
